Assay outcomes from PubChem BioAssay.
p53 PUMA act = restores mutant p53 pathway signaling in SW480 cells; SW480 PUMA-promoter luciferase, p53 mutant reactivation; AID 624151; actives 1.5% (n = 28,000); activation, % at 9.98 µM; in the data active = activation above about 52%
STK33 kin inh = inhibitors of human STK33 kinase; Q9BYT3; ADP-Glo luminescence, MBP substrate; inhibition, % at 12.5 µM; actives 0.44% (n = 27,000); AID 2322; in the data active = inhibition above about 20%
Target sequence (Q9BYT3 whole entry, looked up): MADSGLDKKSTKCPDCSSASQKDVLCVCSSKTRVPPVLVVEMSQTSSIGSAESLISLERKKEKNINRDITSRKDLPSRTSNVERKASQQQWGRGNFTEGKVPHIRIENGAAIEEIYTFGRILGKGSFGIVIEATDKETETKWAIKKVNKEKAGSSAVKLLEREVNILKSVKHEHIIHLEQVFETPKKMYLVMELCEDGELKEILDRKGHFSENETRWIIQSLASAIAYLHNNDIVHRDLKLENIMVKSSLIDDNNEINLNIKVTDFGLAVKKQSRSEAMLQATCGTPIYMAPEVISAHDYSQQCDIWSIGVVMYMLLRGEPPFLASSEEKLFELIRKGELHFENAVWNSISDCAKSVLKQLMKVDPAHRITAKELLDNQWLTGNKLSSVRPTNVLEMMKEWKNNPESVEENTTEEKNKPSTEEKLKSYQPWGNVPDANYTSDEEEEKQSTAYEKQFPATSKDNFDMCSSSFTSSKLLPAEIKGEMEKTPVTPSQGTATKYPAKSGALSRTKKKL
* = called active by the depositor; . = not tested or not shown.

Values run as follows: p53 PUMA act | STK33 kin inh
- COc1ccc(NC(=O)N(C)C[C@@H]2Oc3ccc(NC(=O)Nc4ccccc4)cc3C(=O)N([C@@H](C)CO)C[C@@H]2C)cc1
 : . | 1.1
- CCCN(CCC)CC1CCCCN1CCNC(=O)N1c2ccccc2C(=O)Nc2cccnc21 (configuration not stated)
 : 1.5 | .
- C[C@H](CO)N1C[C@H](C)[C@H](CN(C)Cc2ccncc2)Oc2ncc(C#CCN(C)C)cc2C1=O
 : . | -2.4
- CNC(=O)[C@H]1O[C@@H](n2cnc3c(NCc4cccc(I)c4)ncnc32)C(O)[C@H]1O (some centres not stated)
 : 15.5 | -0.2
- Cn1nnnc1SCC(=O)Nc1ccc2ccccc2c1
 : 20.9 | 0.6
- CSc1sc(C(=O)Nc2cccc(Cl)c2)c(-c2cccs2)c1C#N
 : . | 2.3
- COc1ccc(NC(=O)N(C)C[C@H]2OCCCC[C@@H](C)Oc3ccc(NC(=O)Nc4ccc5c(c4)OCO5)cc3C(=O)N([C@H](C)CO)C[C@@H]2C)cc1
 : . | -0.4
- COc1ccc(S(=O)(=O)N(C)CC(=O)Nc2cccc(C(F)(F)F)c2)cc1
 : -2.3 | 4.8
- C[C@H]1CN([C@@H](C)CO)C(=O)c2cc(NC(=O)C3CC3)ccc2O[C@H]1CN(C)CC1CC1
 : . | 3.0
- C[C@H]1CN([C@@H](C)CO)C(=O)c2cc(NC(=O)NC3CCCCC3)ccc2O[C@H]1CN(C)Cc1ccc(C(=O)O)cc1
 : 2.9 | 3.1
- O=C(C[C@@H]1C[C@H]2c3cc(NS(=O)(=O)c4ccc(F)cc4)ccc3O[C@H]2[C@H](CO)O1)NCCN1CCCCC1
 : 14.5 | .
- C[C@H](CO)N1C[C@H](C)[C@H](CN(C)C(=O)Cc2ccncc2)Oc2cc(C#Cc3ccccc3F)ccc2S1(=O)=O
 : -18.4 | .
- COc1ccc(S(=O)(=O)N(C)C[C@H]2Oc3ccc(NC(=O)c4ccncc4)cc3C(=O)N([C@@H](C)CO)C[C@@H]2C)cc1
 : 4.3 | -0.7
- COc1ccc(NC(=O)N(C)C[C@@H]2Oc3ccc(NS(=O)(=O)c4ccccc4)cc3C(=O)N([C@H](C)CO)C[C@H]2C)cc1
 : 6.7 | 2.5
- COC(=O)c1ccccc1NC(=O)CNC(=O)c1ccco1
 : 0.1 | -4.5
- Cc1ccc(-c2nc(S(=O)(=O)c3ccc(F)cc3)c(NCc3ccco3)o2)cc1
 : -1.4 | 1.2
- CCN(CC)CCOC(=O)C(c1ccccc1)C1CCCCC1 (configuration not stated)
 : . | -5.5
- Cn1c(SCc2nc3ccccc3s2)nnc1-c1cccs1
 : 17.9 | -4.4
- Cc1ccc(S(=O)(=O)N(C)C[C@@H]2Oc3ccc(NC(=O)Cc4cn(C)c5ccccc45)cc3CC(=O)N([C@@H](C)CO)C[C@@H]2C)cc1
 : . | -2.5
- O=C(COc1ccc(F)cc1)N(c1ccccn1)C1CCCCC1
 : 8.1 | 2.4
- C[C@@H]1CN([C@H](C)CO)C(=O)Cc2cc(NC(=O)CCC(F)(F)F)ccc2O[C@@H]1CN(C)Cc1ccncc1
 : . | 1.7
- C[C@H](CO)N1C[C@H](C)[C@H](CN(C)Cc2ccc3c(c2)OCO3)Oc2c(NC(=O)C3CCOCC3)cccc2C1=O
 : -5.5 | .
- CC#C[C@]1(O)CC[C@H]2[C@@H]3CCC4=CC(=O)CCC4=C3[C@@H](c3ccc(N(C)C)cc3)C[C@@]21C
 : . | 1.9
- NC(=O)C1=CN(Cc2ccccc2)CCC1C(F)(F)F (configuration not stated)
 : . | -1.2
- O=c1c(O)cccc2cc(O)c(O)c(O)c12
 : . | 16.0
- C[C@@H]1CN([C@@H](C)CO)C(=O)c2cc(N(C)C)ccc2O[C@@H](C)CCCCO[C@@H]1CN(C)C(=O)CCC(F)(F)F
 : 8.1 | .
- C[C@H]1CN([C@@H](C)CO)C(=O)c2c(c3ccccc3n2C)-c2ccccc2CO[C@H]1CN(C)C(=O)CCC(F)(F)F
 : 3.4 | .
- C[C@@H]1CN([C@@H](C)CO)C(=O)c2cc(NS(C)(=O)=O)ccc2O[C@H]1CN(C)S(=O)(=O)c1cccs1
 : 6.1 | .
- CCCC[C@@H](C)/C=C(C)/C=C(\C)C(=O)NC1=C[C@@](O)(/C=C/C=C/C=C/C(=O)NC2C(=O)CCC2=O)[C@@H]2O[C@@H]2C1=O
 : . | -2.8
- C[C@@H]1CN([C@@H](C)CO)C(=O)Cc2cc(NS(=O)(=O)c3cccs3)ccc2O[C@H]1CN(C)S(=O)(=O)c1ccccc1
 : 3.0 | .

The final 4 entries of the part above come first, to join the parts:
Values run as follows: p53 PUMA act | STK33 kin inh
- C[C@H]1CN([C@@H](C)CO)C(=O)c2c(c3ccccc3n2C)-c2ccccc2CO[C@H]1CN(C)C(=O)CCC(F)(F)F
 : 3.4 | .
- C[C@@H]1CN([C@@H](C)CO)C(=O)c2cc(NS(C)(=O)=O)ccc2O[C@H]1CN(C)S(=O)(=O)c1cccs1
 : 6.1 | .
- CCCC[C@@H](C)/C=C(C)/C=C(\C)C(=O)NC1=C[C@@](O)(/C=C/C=C/C=C/C(=O)NC2C(=O)CCC2=O)[C@@H]2O[C@@H]2C1=O
 : . | -2.8
- C[C@@H]1CN([C@@H](C)CO)C(=O)Cc2cc(NS(=O)(=O)c3cccs3)ccc2O[C@H]1CN(C)S(=O)(=O)c1ccccc1
 : 3.0 | .
- O=C(O)C1=CCCN(CCON=C(c2ccccc2)c2ccccc2)C1
 : . | 1.2
- C[C@@H]1CN([C@@H](C)CO)C(=O)c2cc(NC(=O)CCC(F)(F)F)ccc2O[C@@H]1CN(C)C(=O)Nc1ccc2c(c1)OCO2
 : . | -2.1
- CCOC(=O)CN(C#N)c1nc(C)cc(C)n1
 : -10.2 | -0.4
- Cc1ccccc1S(=O)(=O)N(C)C[C@@H]1OCc2cn(nn2)CCCC(=O)N([C@H](C)CO)C[C@H]1C
 : . | -0.1
- C[C@H]1CCCCO[C@H](CN(C)Cc2ccc(C(F)(F)F)cc2)[C@@H](C)CN([C@@H](C)CO)C(=O)c2cc(NS(=O)(=O)c3ccc(Cl)cc3)ccc2O1
 : -40.9 | .
- Cc1ccc(-c2ccc3c(c2)O[C@@H](CN(C)Cc2ccc(C(=O)O)cc2)[C@@H](C)CN([C@H](C)CO)S3(=O)=O)cc1
 : -2.2 | .
- C[C@@H]1CN([C@@H](C)CO)C(=O)c2cc(NC(=O)Nc3ccc4c(c3)OCO4)ccc2O[C@@H]1CN(C)S(=O)(=O)c1ccc(F)cc1
 : -26.8 | .
- C[C@@H]1CN([C@H](C)CO)C(=O)Cc2cc(NC(=O)NC3CCCCC3)ccc2O[C@@H]1CN(C)Cc1ccc(Oc2ccccc2)cc1
 : . | 1.6
- COc1cc(/C=C2\Oc3cc(O)ccc3C2=O)ccc1O
 : . | 78.2*
- Cc1ccc(F)cc1S(=O)(=O)N[C@@H]1CCN(Cc2ccc(OCCO)cc2)C1
 : . | -9.7
- CNC[C@@H]1Oc2c(NC(=O)c3cc(C)nn3C)cccc2C(=O)N([C@@H](C)CO)C[C@H]1C
 : 15.1 | .
- Cn1cnnc1SCC(=O)c1cc2ccccc2oc1=O
 : -6.6 | -0.7
- CCCNC(=O)N(C)C[C@H]1Oc2cc(C3=CCCCC3)ccc2S(=O)(=O)N([C@H](C)CO)C[C@@H]1C
 : -4.3 | .
- C[C@@H]1CN([C@@H](C)CO)C(=O)Cc2cc(NC(=O)Cc3ccccc3)ccc2O[C@@H]1CN(C)Cc1ccncc1
 : 7.8 | 1.1
- C[C@H](CO)N1C[C@H](C)[C@H](CN(C)C(=O)Nc2ccccc2)Oc2ccc(NC(=O)NC3CCCCC3)cc2CC1=O
 : 1.8 | 1.8
- Cc1ccccc1NS(=O)(=O)c1cccc(C(=O)Nc2ccccc2[N+](=O)[O-])c1
 : -15.9 | -0.1
- COC(=O)c1ccc([C@H]2C=C(C(=O)N3CCN(Cc4ccc5c(c4)OCO5)CC3)O[C@@H](OCc3ccc(CO)cc3)C2)cc1
 : . | 1.5
- CNC[C@@H]1Oc2ccc(N(C)C)cc2C(=O)N([C@@H](C)CO)C[C@@H]1C
 : . | 0.9
- C[C@H](CO)N1C[C@H](C)[C@H](CN(C)C(=O)CN(C)C)Oc2ncc(C#CCC3CCCC3)cc2C1=O
 : -5.0 | .
- Cc1ccc(S(=O)(=O)N(C)C[C@@H]2OCCCC[C@@H](C)Oc3ccc(NC(=O)Nc4ccc(C(F)(F)F)cc4)cc3C(=O)N([C@H](C)CO)C[C@@H]2C)cc1
 : . | -0.8
- O=C(COc1ccc(S(=O)(=O)N2CCOCC2)cc1)Nc1ccccc1
 : -4.0 | -0.9
- COc1ccc(NC(=O)N(C)C[C@H]2Oc3ccc(NC(=O)NC4CCCCC4)cc3CC(=O)N([C@@H](C)CO)C[C@@H]2C)cc1
 : . | 1.6
- COC(=O)C[C@@H]1C(C(=O)O)=CO[C@@H](O[C@@H]2O[C@H](CO)[C@@H](O)[C@H](O)[C@H]2O)/C1=C\COC(=O)/C=C/c1ccccc1
 : 4.8 | 1.5
- COC(=O)c1ccc2ccccc2n1
 : . | 4.9
- C[C@@H]1CN([C@@H](C)CO)C(=O)c2cc(NC(=O)NC3CCCCC3)ccc2O[C@@H]1CN(C)C(=O)Nc1ccc2c(c1)OCO2
 : 15.4 | -1.8
- N#CCCN(CCC#N)C(=O)c1ccco1
 : 0.9 | 2.7
- COc1ccc(NC(=O)c2ccco2)c(NC(=O)CSc2ccc(Cl)cc2)c1
 : -7.4 | 2.2
- CCCNC(=O)N(C)C[C@@H]1Oc2ncc(-c3cccc(C#N)c3)cc2C(=O)N([C@H](C)CO)C[C@@H]1C
 : 4.2 | .
- C[C@@H]1CN([C@H](C)CO)C(=O)CCCn2nncc2CO[C@@H]1CN(C)Cc1ccc(C(=O)O)cc1
 : . | -1.8
- O=C(CSc1nc2ccccc2s1)OCN1C(=O)c2ccccc2C1=O
 : . | 0.2

structure	p53 PUMA act	STK33 kin inh
C[C@H]1CN([C@@H](C)CO)C(=O)c2cc(NS(=O)(=O)c3cn(C)cn3)ccc2O[C@@H]1CN(C)S(C)(=O)=O	.	-0.3
NC(=O)c1nnn(Cc2ccccc2)c1N	.	0.5
C[C@@H]1CN([C@@H](C)CO)C(=O)Cc2cc(NC(=O)Cc3cn(C)c4ccccc34)ccc2O[C@@H]1CN(C)Cc1ccc(-c2ccccc2)cc1	.	2.0
Cc1noc(C)c1NC(=O)N(C)C[C@@H]1Oc2c(NC(=O)C3CCOCC3)cccc2C(=O)N([C@@H](C)CO)C[C@@H]1C	3.7	.
O=C1O[C@@H](c2ccccc2)[C@@H](c2ccccc2)N2[C@@H](c3ccccc3OCCO)[C@]3(C(=O)Nc4ccc(C#CC5=CCCCC5)cc43)[C@@H](C(=O)N3CCN(c4ncccn4)CC3)[C@H]12	.	16.0
C[C@H]1CN([C@@H](C)CO)C(=O)Cc2cc(NC(=O)Nc3cccc4ccccc34)ccc2O[C@H]1CN(C)S(C)(=O)=O	.	-0.2
Cc1ccc(S(=O)(=O)Nc2ccc3c(c2)CC(=O)N([C@H](C)CO)C[C@@H](C)[C@@H](CN(C)Cc2ccncc2)O3)cc1	-6.3	3.0
C[C@@H]1CN([C@H](C)CO)C(=O)c2cc(NS(=O)(=O)c3cccs3)ccc2O[C@@H]1CN(C)C	8.2	.
COCC(=O)N(C)C[C@@H]1Oc2cc(Br)ccc2S(=O)(=O)N([C@@H](C)CO)C[C@@H]1C	6.0	.
C[C@@H]1CN([C@H](C)CO)C(=O)Cc2cc(NC(=O)Cc3ccccc3)ccc2O[C@H]1CN(C)S(=O)(=O)c1ccc(Cl)cc1	.	2.3
CC(=O)N(C)C[C@@H]1Oc2cc(-c3ccncc3)ccc2S(=O)(=O)N([C@H](C)CO)C[C@@H]1C	-6.8	.
C[C@H](CO)N1C[C@H](C)[C@H](CN(C)Cc2ccc3c(c2)OCO3)Oc2ncc(-c3ccccc3)cc2C1=O	.	1.1
Cc1ccc(-c2nc3ccccc3o2)cc1NC(=O)COc1c(C)cc(Cl)cc1Cl	21.4	2.1
C[C@@H]1CCCCO[C@@H](CN(C)C(=O)Nc2ccc(F)cc2)[C@@H](C)CN([C@H](C)CO)C(=O)c2cc(NC(=O)c3ccncc3)ccc2O1	.	1.0
CCc1c(C)sc(NC(=O)c2ccc(Cn3nc(C)c(Cl)c3C)o2)c1C(N)=O	-10.7	-7.9
C[C@@H]1CN([C@@H](C)CO)C(=O)Cc2cc(NC(=O)Nc3ccc(F)cc3)ccc2O[C@@H]1CN(C)Cc1ccncc1	-16.1	2.3
COc1ccc(-c2ccc3c(c2)O[C@@H](CN(C)CC2CCOCC2)[C@H](C)CN([C@H](C)CO)S3(=O)=O)cc1	-23.9	.
CCOC(=O)c1c(NC(=O)C2CC(c3cccc(Br)c3)=NO2)sc(C)c1C (configuration not stated)	-15.3	9.2
O=C(COc1ccccc1Cl)Nc1ccc([N+](=O)[O-])cc1O	22.9	3.1
C[C@@H]1CN([C@H](C)CO)C(=O)Cc2cc(NS(=O)(=O)c3cn(C)cn3)ccc2O[C@H]1CN(C)C(=O)Nc1ccc(F)cc1	.	-2.3
Cc1noc(C)c1NC(=O)Nc1ccc2c(c1)C(=O)N([C@H](C)CO)C[C@H](C)[C@@H](CN(C)C(=O)Nc1c(C)noc1C)O2	-1.6	-1.3
C=C(C)C(=O)O[C@H]1C[C@@]2(C)O[C@@H]2[C@H]2O[C@H]2C(=C)[C@@H](O)[C@H]2OC(=O)C(=C)[C@@H]21	-50.7	-9.5
COC1(C(=O)NN)COc2ccccc2O1 (configuration not stated)	-0.8	.

Structural class, the entries above containing a cyano group.
structure	p53 PUMA act	STK33 kin inh
CSc1sc(C(=O)Nc2cccc(Cl)c2)c(-c2cccs2)c1C#N	.	2.3
CCOC(=O)CN(C#N)c1nc(C)cc(C)n1	-10.2	-0.4
N#CCCN(CCC#N)C(=O)c1ccco1	0.9	2.7
CCCNC(=O)N(C)C[C@@H]1Oc2ncc(-c3cccc(C#N)c3)cc2C(=O)N([C@H](C)CO)C[C@@H]1C	4.2	.

This is a subset. The share of hits here may be higher or lower than overall.
